# KLK5 inh: blocks human kallikrein 5 protease activity | recombinant hK5, fluorogenic AMC substrate cleavage | inhibition, % at 5 µM | hit rate 0.59% among 210,000 | AID 873;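 active = inhibition of 40% or more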;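 note: 0% = enzyme controls without compound and 100% = no-enzyme blanks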
# MDM2 E3 inh: Mdm2 E3 ligase (human) inhibition; signal enhancement, % at 5 µM; cell-based MDM2 ubiquitination luciferase reporter, 2 h; 0 = plate control, 100 = twice control, blank-subtracted; hit rate 0.11% among 210,000; Q00987;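 active = signal enhancement of 30% or more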;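 note: luminescence tracks abundance of the self-degrading MDM2-luciferase fusion protein; higher signal means inhibition of MDM2 E3 ligase activity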
# Target sequence (Q00987 whole entry, looked up, the tested form may be a part): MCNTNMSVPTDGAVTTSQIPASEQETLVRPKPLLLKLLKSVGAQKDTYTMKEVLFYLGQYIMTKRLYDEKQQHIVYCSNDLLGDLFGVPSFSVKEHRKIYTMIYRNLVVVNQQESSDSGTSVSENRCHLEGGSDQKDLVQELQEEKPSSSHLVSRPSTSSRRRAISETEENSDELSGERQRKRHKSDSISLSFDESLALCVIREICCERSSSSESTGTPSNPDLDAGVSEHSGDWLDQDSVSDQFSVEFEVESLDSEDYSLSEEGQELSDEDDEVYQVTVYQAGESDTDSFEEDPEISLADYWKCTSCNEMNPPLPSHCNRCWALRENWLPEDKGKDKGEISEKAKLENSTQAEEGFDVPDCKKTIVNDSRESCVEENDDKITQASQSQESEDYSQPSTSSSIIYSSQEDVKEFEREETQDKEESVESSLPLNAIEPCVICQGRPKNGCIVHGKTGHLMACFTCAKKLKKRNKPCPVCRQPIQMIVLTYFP
#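 Buffer or medium: Cells held in DMEM | Assay system: Stable mammalian line carrying autodegrading MDM2–luciferase fusion reporter | Quantity: 2000 cells/well | Times: 4 h settle plus 2 h compound, 37 °C | Doses: One concentration, 5 µM, with 0.2% DMSO | Technique: Luminescence with SteadyLite reagent, 15 min at room temperature | Benchmarks: Plate controls and plate blanks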
# Wee1 stabilizer: human Wee1 degradation inhibition, primary screen. P30291. HeLa Luc-Wee1K328M stability, luciferase luminescence; 100% = proteasome inhibitor MG132 effect. reporter increase, % at 5 µM. hit rate 1.2% among 220,000. AID 1321;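 active = activation above the mean of all tested compounds plus 3 SD, set per screening run, cut at about 8.8% in these data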;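 note: cells exposed to compound for 20 h before luminescence read; 0% = DMSO alone and 100% = MG132 at 30 µM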
# Target sequence (P30291 whole entry K328M): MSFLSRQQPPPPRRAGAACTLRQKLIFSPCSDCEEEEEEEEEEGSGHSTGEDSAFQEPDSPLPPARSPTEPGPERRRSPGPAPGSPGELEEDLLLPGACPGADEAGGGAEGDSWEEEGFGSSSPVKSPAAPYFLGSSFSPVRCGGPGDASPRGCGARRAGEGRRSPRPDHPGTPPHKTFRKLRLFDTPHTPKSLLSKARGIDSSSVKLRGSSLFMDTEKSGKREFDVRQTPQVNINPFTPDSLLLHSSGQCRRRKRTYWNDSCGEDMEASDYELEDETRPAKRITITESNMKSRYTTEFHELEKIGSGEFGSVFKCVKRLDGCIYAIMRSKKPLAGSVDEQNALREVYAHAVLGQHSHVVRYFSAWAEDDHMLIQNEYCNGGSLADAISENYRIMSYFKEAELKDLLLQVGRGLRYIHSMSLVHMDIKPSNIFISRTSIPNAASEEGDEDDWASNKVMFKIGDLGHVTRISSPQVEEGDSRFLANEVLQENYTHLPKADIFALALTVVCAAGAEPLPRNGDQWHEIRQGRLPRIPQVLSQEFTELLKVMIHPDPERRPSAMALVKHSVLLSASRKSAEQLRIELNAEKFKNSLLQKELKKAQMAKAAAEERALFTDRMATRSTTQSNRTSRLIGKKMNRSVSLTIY
# p97 inhibitor: human p97 ATPase inhibition; P55072; recombinant p97 ATPase, Kinase-Glo ATP luminescence, 3 h; inhibition, % at 8 µM; hit rate 0.42% among 220,000; in the data active = inhibition above about 15%;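 note: 0% = DMSO vehicle and 100% = wells lacking enzyme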
# FXIIa inh: blocks human coagulation factor XIIa protease activity. P00748. purified FXIIa, Boc-QGR-AMC fluorogenic substrate, 2 h. inhibition, % at 5 µM. hit rate 0.3% among 220,000; in the data active = inhibition above about 40%;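 note: 0% = enzyme with no compound and 100% = blank without enzyme; many of its hits are not listed in these tables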
# eIF4E 4G PPI: inhibitors of eIF4E and eIF4G interaction in translation initiation; P63073+Q04637; TR-FRET eIF4E-eIF4GI(517-606) binding, 2 h; inhibition, % at 21.7 µM; hit rate 0.37% among 220,000; AID 782;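 active = inhibition above about 30%, limit read from the data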;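 note: 0% = full FRET control wells and 100% = background wells lacking eIF4GI fragment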
# 14-3-3 Bad PPI: disrupts binding of bovine 14-3-3 zeta to phospho-Bad peptide; P63103; TR-FRET 14-3-3zeta/Dy647-pBad peptide displacement, 1 h; inhibition, % at 21.7 µM; hit rate 0.71% among 220,000; AID 781;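 active = inhibition above about 70%, limit read from the data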;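 note: 0% = full 14-3-3 plus peptide FRET controls and 100% = background without 14-3-3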
# Rad51 HR inh: blocks human Rad51 in homologous recombination; hit rate 0.085% among 200,000; inhibition, % at 10 µM; hRad51 DNA strand exchange, fluorescence dequenching; Q06609;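 active = inhibition above 40% at the single screening dose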;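 note: 0% = DMSO control wells and 100% = blanks with heterologous ssDNA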
#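 Material: human Rad51–ssDNA filaments; Probe or stimulus: labelled 47-mer dsDNA for strand exchange; Doses: single 10 µM dose; Incubation: 37 °C 15-min filament assembly, 30-min compound preincubation, 15-min exchange; Technique: FRET fluorescence dequenching, excitation 485 nm, emission 520 nm; Measure: Fluorescence-based percent inhibition, control- and blank-normalised; Benchmarks: plate control and blank wells.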
# FXIa inh: inhibitors of human coagulation factor XIa; P03951; purified FXIa, Boc-Glu-Ala-Arg-AMC fluorogenic substrate; inhibition, % at 5 µM; hit rate 0.14% among 220,000;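 active = inhibition of at least 40%; inactive = inhibition below 40%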;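 note: fluorescence of freed AMC excited at 355 nm; 0% = enzyme without compound and 100% = no enzyme blank; many of its hits are not listed in these tables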
# * = called active by the depositor; x = no result given; [ ] = dose if it differs, or a comment. The order is random, and some 3.5% of all compounds hit somewhere here.
SMILES,KLK5 inh,MDM2 E3 inh,Wee1 stabilizer,p97 inhibitor,FXIIa inh,eIF4E 4G PPI,14-3-3 Bad PPI,Rad51 HR inh,FXIa inh
CCOC(=O)Cn1c(C(=O)OCC)cc2sccc21,-2.6,-31.5,4.2,2.0,11.2,9.1,-2.3,-6.9,1.0
Cc1nc2ccc(S(=O)(=O)NC(C(=O)NCc3ccco3)C(C)C)cc2s1 (configuration not stated),13.2,-9.9,-0.8,3.3,-5.6,3.7,1.3,2.8,-8.8
CC(C)CCNC(=O)c1c[nH]c2ccc(S(=O)(=O)N3CCC4(CC3)OCCO4)cc2c1=O,-11.4,-12.3,0.3,-2.9,10.7,-1.8,9.8,x,7.0
Cc1nn(-c2ccccc2C(=O)O)c(=O)c2ccccc12,-23.1,-1.9,-0.2,5.2,-4.2,-2.5,82.1*,7.4,-11.0
NC(=O)c1ccc(Oc2ccc(Cl)c3ccccc23)c([N+](=O)[O-])c1,2.5,-13.1,1.5,2.0,5.1,-4.0[fluorescence artefact?],-2.3[fluorescence artefact?],5.8,1.6
CCc1ccc(N2CC(O)=C(c3nc4ccccc4c(=O)[nH]3)C2=N)cc1,10.8,-10.3,-2.0,-3.6,2.5,1.8,-3.7,0.6,-6.1
COc1ccc(CCNC(=O)c2cc(-c3ccc(C)cc3O)n[nH]2)cc1OC,2.8,-10.9,-3.4,1.2,10.6,2.3,-6.1,-3.3,-2.0
Cc1ccc(F)cc1NC(=O)N1CCCN(c2ccc(C(F)(F)F)cn2)CC1,-0.4,-6.9,-2.9,2.2,-1.5,6.9,-0.5,-19.1,-1.8
COc1cccc2cc(-c3nnc(SCC(=O)Nc4nc(C)cs4)n3C)oc12,-5.8,-4.3,0.0,0.6,4.9,4.5[fluorescence artefact?],27.9,1.1,-0.6
Cc1cc(C)cc(C(=O)OCC(=O)Nc2cccc(S(=O)(=O)NC3=NCCCCC3)c2)c1,-11.1,3.6,1.0,0.0,14.7,18.1,-5.5,4.1,7.1
O=C(NCc1cccc(F)c1)C1CCN(C(=O)c2sccc2-n2cccc2)CC1,x,-19.4,-3.5,3.8,11.2,1.1,-2.9,x,-5.0
CN(C)C(=O)C1OC(C)(C)OC1C(=O)N(C)C (configuration not stated),3.0,-6.8,-1.2,1.0,12.8,-0.9[fluorescence artefact?],8.1[fluorescence artefact?],4.4,2.3
Cc1cc(NC(=O)COC(=O)c2ccc(S(=O)(=O)N3CCCc4ccccc43)cc2)no1,-2.4,-12.5,4.3,2.6,0.6,-6.9,0.7,5.0,-10.8
COC(=O)c1sc(S(=O)(=O)N2CCN(c3ccccc3)CC2)c(C(=O)OC)c1C,3.4,-11.7,2.5,4.7,10.3,4.5,7.3,-1.9,5.1
O=S(=O)(c1ccccc1)N(CC(O)CN1CCCCC1)c1ccccc1 (configuration not stated),0.8,-3.0,-0.3,2.0,8.3,-6.3,25.6,0.3,4.5
Cn1c2ccccc2c(=O)c2c(=O)n(C3CCCCC3)c(-c3cccs3)nc21,-4.1,-19.9,0.5,2.3,15.3,-6.6,-7.7[fluorescence artefact?],2.1,-1.4
O=C(O)C(c1ccccc1)N1CCCC1 (configuration not stated),-1.3,-13.1,-0.1,-3.6,-3.5,-0.1,24.2,-3.5,-8.0
Clc1ccc2oc(-c3cccnc3NCc3ccccc3)nc2c1,-96.0,13.7,1.6,3.3,-7.7,-5.0,1.1,-3.2,-7.4
CC1CCN(CCNC(=O)CCS(=O)(=O)c2ccc(Br)cc2)CC1,7.0,-0.8,0.5,3.1,2.7,4.2,-1.8,-0.9,-6.0
CCOC(=O)C1=C(C)OC2(O)c3ccccc3C(=O)C12O (configuration not stated),-4.8,-4.4,3.6,16.9*,1.5,-0.7,-1.0,-9.1,-4.8
Cc1sc2ncnc(OCC(=O)N3CC(=O)Nc4ccccc43)c2c1C,3.5,-3.8,0.2,5.3,11.3,6.5,-10.3,-3.2,2.2
C=CCNc1nc(Cl)nc(Nc2ccc(OC)cc2)n1,-9.1,0.6,-1.1,3.6,5.8,0.8,3.6,5.5,5.6
COc1ccc(N2C(=O)CC(NCCNc3ccc([N+](=O)[O-])cn3)C2=O)cc1 (configuration not stated),-7.2,5.9,-3.6,4.0,14.8,-0.9,1.8[fluorescence artefact?],16.4,9.2
CCOC(=O)c1c(NC(=O)C2=C(C)NC(=S)NC2c2ccc(CC)cc2)sc(C)c1C (configuration not stated),-14.1,-27.0,-1.3,2.9,3.8,-2.8,-8.0,-0.3,-7.2
CCN(CC)CCNc1nc(-c2ccc(OC)cc2)c(-c2ccc(OC)cc2)s1,-2.8,-1.3,6.9,5.0,3.9,-1.4,-13.3,x,-0.8
O=C(C1CCCN(S(=O)(=O)c2cccc3nonc23)C1)N1CCN(c2cccc(Cl)c2)CC1 (configuration not stated),-2.5,-3.4,-0.5,0.7,13.1,-1.6,-5.4,4.3,3.4
CCOC(=O)c1ccc(NS(=O)(=O)c2ccc3[nH]c(=O)[nH]c3c2)cc1,-3.4,-8.5,4.1,4.0,30.4,4.4,8.7,-3.9,15.1
Cc1oc(-c2ccccc2)cc1C(=O)Nc1ccccc1,1.3,-16.8,1.8,1.0,-3.3,6.8,-6.2[fluorescence artefact?],6.7,11.4
CCCCOC(=O)Nc1nnc(C(C)C)s1,-5.2,-2.1,2.7,-0.1,-5.4,3.0,7.2,4.7,-6.6
COc1ccc(CCNc2ccncn2)cc1OC,-1.4,-6.8,0.7,0.1,12.4,-1.0[fluorescence artefact?],57.6[fluorescence artefact?],-11.6,-3.8
CCCc1ccc(Oc2coc3cc(OCC(=O)Nc4ccccc4C)ccc3c2=O)cc1,-21.9,x,-0.8,4.0,10.5,-3.4,10.4,x,7.6
Cc1ccc(-c2nc(CSCC(=O)N3CCN(c4ccccn4)CC3)c(C)o2)cc1,-3.5,-5.9,-1.6,-2.2,9.4,-4.2[fluorescence artefact?],5.5,-0.3,3.4
COc1cccc(C(=O)N2CCN(Cc3nc(CC4CC4)no3)CC2)c1,-2.3,10.8,4.6,0.0,1.0,3.0,-6.9,x,-4.4
C(=C\c1ccco1)/c1ccc2ccccc2n1,-5.6,-19.3,-1.9,10.8,-1.9,16.0,4.8,x,-3.9
CC(OC(=O)c1cccc(S(=O)(=O)Nc2cccc(C(F)(F)F)c2)c1)C(=O)Nc1ccc2c(c1)OCCO2 (configuration not stated),-3.5,-13.5,9.2*,11.1,10.0,-0.9,-7.2[fluorescence artefact?],-0.2,5.3
CCOC(=O)N1CCN(C(=O)c2ccc(NS(=O)(=O)c3ccc(F)cc3)cc2)CC1,2.7,-6.0,1.3,1.8,12.2,0.6,-15.9,5.6,-0.2
CC1CCN(S(=O)(=O)c2ccc3ncn(CC(=O)N(C)Cc4ccccc4)c(=O)c3c2)CC1,3.5,-1.1,-2.4,-4.2,14.9,-4.4,14.3,4.2,2.4
O=c1c2cc(NC(=S)NCc3cccnc3)ccc2nc2n1CCCCC2,-3.1,-2.9,2.9,-4.1,8.2,0.7,-5.3,-1.9,-2.1
Cc1cc(NC(=O)CN2CCOCC2)n(-c2nc3ccccc3s2)n1,-24.5,-30.4,-1.8,-2.8,15.8,6.5,0.1,-0.5,3.6
O=C(CNC(=O)c1ccccc1)NCCc1nc2ccccc2[nH]1,4.9,-3.0,0.5,2.7,6.4,-1.1,15.8,0.4,3.1
CC(=O)c1cc(N2CCC(C(=O)O)CC2)ccc1[N+](=O)[O-],-2.1,-3.6,-1.4,-2.5,8.1,0.5,-7.6,-8.8,-2.2
CCn1nc([N+](=O)[O-])c2c(-c3nc4ccccc4o3)c(N)n(CCCOC)c2c1=O,3.0,-20.5,1.4,5.0,5.3,1.0,3.9,3.7,-1.0
Cc1cccc(N=C2NC(=O)CS2)c1,-4.3,-15.7,-1.7,-3.5,15.8,3.7,-8.1[fluorescence artefact?],1.5,0.4
CCOC(=O)c1c(CN(CC)CC)oc2cc(Br)c(O)cc12,-0.2,-17.4,-1.5,0.6,6.5,2.5,4.8[fluorescence artefact?],0.6,1.4
Nc1nc2nonc2nc1N1CCCCC1,-3.6,-10.2,0.7,-2.6,14.4,-5.0,-0.7,2.7,4.4

# Part of the list above, with values under each structure.
# Below each SMILES: KLK5 inh | MDM2 E3 inh | Wee1 stabilizer | p97 inhibitor | FXIIa inh | eIF4E 4G PPI | 14-3-3 Bad PPI | Rad51 HR inh | FXIa inh
- COc1cccc(C(=O)N2CCN(Cc3nc(CC4CC4)no3)CC2)c1
    -2.3 | 10.8 | 4.6 | 0.0 | 1.0 | 3.0 | -6.9 | x | -4.4
- CCCc1ccc(Oc2coc3cc(OCC(=O)Nc4ccccc4C)ccc3c2=O)cc1
    -21.9 | x | -0.8 | 4.0 | 10.5 | -3.4 | 10.4 | x | 7.6

# The results go on:
SMILES,KLK5 inh,MDM2 E3 inh,Wee1 stabilizer,p97 inhibitor,FXIIa inh,eIF4E 4G PPI,14-3-3 Bad PPI,Rad51 HR inh,FXIa inh
O=C(CCN1C(=O)c2ccccc2C1=O)C1=NN[C@@H]2C(=O)N(c3ccc4c(c3)OCO4)C(=O)[C@H]12,2.1,-10.7,-3.7,2.8,0.4,-0.6,-1.1,7.7,-3.2
COc1ccc(S(=O)(=O)NCC2CCC(C(=O)NCc3ccco3)CC2)cc1 (configuration not stated),-8.0,-2.9,6.0,-4.3,14.4,3.8[fluorescence artefact?],5.6[fluorescence artefact?],1.8,2.8
CCOC(=O)C(C(=O)Nc1nccs1)C1CCCCC1 (configuration not stated),4.2,-15.9,0.2,-7.5,5.5,1.3,-9.8,-0.8,7.5
Cc1nc(NC(=O)c2ccco2)sc1-c1csc(Nc2ccc(Cl)cc2Cl)n1,-32.1,-10.4,-1.7,-2.9,10.4,-32.7[fluorescence artefact?],87.3*[fluorescence artefact?],-9.4,4.9
CCN(CC)S(=O)(=O)c1cccc(NC(=O)CN(C)Cc2cccc(OC)c2)c1,5.4,-9.8,-2.6,3.7,7.1,0.1,19.5,16.4,5.7
COc1cc(C)nc(-c2csc(C)n2)n1,-8.4,-4.6,-1.3,9.5,3.5,1.1,-0.6,-12.9,-2.9
Nc1ccccc1OCP(=O)(c1ccccc1)c1ccccc1,-16.7,-6.0,-1.1,-2.8,7.2,-13.6,-22.9,6.2,1.8
CC(=O)Nc1ccc(S(=O)(=O)N2C3CCCC2CC(NC(=O)C2CCCCC2)C3)cc1 (configuration not stated),-1.3,-8.8,3.0,4.6,32.4,-0.4,6.3,-11.3,18.4
Nc1c(Br)cc(Br)c(N2CCCC2=O)c1Br,1.7,-2.0,4.6,2.8,11.8,-7.5,-0.6,6.4,2.6
O=C(CSc1nnc(-c2ccncc2)o1)NCc1ccccc1Cl,-12.9,0.6,-0.5,-2.0,-0.6,4.5[fluorescence artefact?],-2.5,13.2,-7.3
O=C(NC1CCCCC1)C(c1cccs1)N(C(=O)Cc1c[nH]c2ccccc12)c1ccc(F)cc1 (configuration not stated),4.2,-13.6,0.4,-0.9,6.5,3.0,-7.7,-4.5,-2.9

# Some values from above.
# eIF4E 4G PPI with CCN(CC)S(=O)(=O)c1cccc(NC(=O)CN(C)Cc2cccc(OC)c2)c1 → 0.1
# Rad51 HR inh with CCOC(=O)C(C(=O)Nc1nccs1)C1CCCCC1 (configuration not stated) → -0.8
# Rad51 HR inh with Nc1c(Br)cc(Br)c(N2CCCC2=O)c1Br → 6.4

# Screening data deposited in PubChem by several laboratories.
